FBW7 activator: FBW7 E3 ligase activators, primary screen, biochemical, AlphaScreen, human; AID 1259310, 2017; 0.13% of 650,000 active; normalized activity (activation), % at 26.1 µM; AlphaScreen FBW7–phospho-cyclin E peptide binding, activator screen; F-box/WD repeat-containing protein 7 (Homo sapiens), Q969H0; in the data active = normalized activity above about 1.9%;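 note: purified mutant Fbw7 with reduced substrate affinity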
Target sequence (Q969H0 whole entry, looked up): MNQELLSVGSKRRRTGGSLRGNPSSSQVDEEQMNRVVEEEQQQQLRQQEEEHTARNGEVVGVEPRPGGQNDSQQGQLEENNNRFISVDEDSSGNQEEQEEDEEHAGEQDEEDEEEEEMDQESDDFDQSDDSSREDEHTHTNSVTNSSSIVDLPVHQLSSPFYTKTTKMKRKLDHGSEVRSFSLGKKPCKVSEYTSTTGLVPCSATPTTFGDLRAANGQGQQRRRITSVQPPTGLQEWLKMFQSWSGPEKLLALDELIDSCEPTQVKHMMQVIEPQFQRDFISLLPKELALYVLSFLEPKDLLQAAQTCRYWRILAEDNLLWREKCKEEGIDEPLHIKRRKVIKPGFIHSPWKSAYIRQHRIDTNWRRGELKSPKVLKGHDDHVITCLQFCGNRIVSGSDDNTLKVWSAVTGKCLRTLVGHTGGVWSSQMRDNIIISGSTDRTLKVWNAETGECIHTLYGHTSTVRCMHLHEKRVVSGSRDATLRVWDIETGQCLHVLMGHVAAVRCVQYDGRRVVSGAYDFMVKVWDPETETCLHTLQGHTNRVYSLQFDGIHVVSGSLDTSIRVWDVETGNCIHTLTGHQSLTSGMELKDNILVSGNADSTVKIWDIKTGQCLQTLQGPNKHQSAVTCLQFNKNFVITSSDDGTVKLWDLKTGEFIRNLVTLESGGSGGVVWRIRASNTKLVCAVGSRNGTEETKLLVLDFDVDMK
GPR151 activ: activators of human GPR151, primary screen, cell-based, PathHunter beta-arrestin, luminescence; 1% of 650,000 active; activation, % at 11.2 µM; AID 1508602, 2020; G-protein coupled receptor 151 (Homo sapiens), Q8TDV0; PathHunter beta-arrestin GPR151 cells; in the data active = activation above about 4.9%;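 note: 0% = median of compound wells and 100% = cells with positive control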
MITF primary: MITF inhibitors, primary screen, biochemical, AlphaScreen, human; AlphaScreen MITF homodimerization, bead proximity signal; inhibition, % at 2.6 µM; 0.91% of 650,000 active; AID 1259374, 2018; in the data active = inhibition above about 50%;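 note: 0% = vehicle wells with protein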
TEAD-YAP block: TEAD-YAP interaction inhibition, primary screen, TEAD-YAP interaction inhibitor project, luminescence, HEK-TIYL cells. TEAD-Gal4/YAP UAS-luciferase luminescence. inhibition, % at 9.12 µM. 1.4% of 640,000 active; in the data active = inhibition above about 32%;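 note: 0% = median of test compound wells and 100% = reference inhibitor wells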
The depositor's hits bear a star.

SMILES | FBW7 activator | GPR151 activ | MITF primary | TEAD-YAP block
CCN(CC)CCN(C)Cc1ccc(O)cc1 | 0.5 | 0.5 | -1.5 | 9.5
O=C(c1cccc([N+](=O)[O-])c1)N(CCCCCCO)S(=O)(=O)c1ccc2ccccc2c1 | 0.3 | 0.8 | 21.7 | 14.6
COc1ccc(C2C3=C(CCCC3=O)Nc3nc(SC)[nH]c(=O)c32)cc1 (centres undefined) | 0.0 | -0.4 | 2.4 | -10.0
Clc1ccc(OCCCn2ccnc2)cc1Cl | -0.1 | 2.0 | 46.5 | -3.6
CCOc1cc(-c2noc(CCC(=O)NC)n2)cc(Br)c1OC | 0.2 | 6.6* | -17.5 | 5.6
COc1cccc(NC(=O)Cn2c(=O)c3ccccc3n3nncc23)c1 | -0.1 | 0.0 | -12.3 | 0.8
Cn1cnc2cc(NCc3ccccn3)ccc21 | -0.1 | -0.2 | -10.7 | -21.5
CN(C)CCCNC(=O)c1ccc(/C=N/O)nc1 | -1.1 | -1.2 | 20.9 | 0.3
O=C(/C=C/c1cccs1)NC(=S)NCc1ccccn1 | -0.2 | -0.6 | -0.3 | -9.7
Cc1ccc(NCc2nnc(SCC(=O)N3CCc4ccccc43)n2C)cc1 | 0.1 | -0.3 | -0.8 | 6.3
Cc1ccc(S(=O)(=O)Cn2nnnc2CN2CCN(c3ccccc3F)CC2)cc1 | 0.6 | 8.0* | 10.7 | 0.0
CCN(c1ccccc1)S(=O)(=O)c1ccc2[nH]c(=O)[nH]c2c1 | -0.3 | 1.3 | -8.0 | 2.6
COCCOC(=O)C1=C(C)NC2=C(C(=O)CC(c3ccc(OC)cc3)C2)C1c1ccc(OCc2ccccc2)cc1 (centres undefined) | 0.2 | 0.0 | 4.9 | 15.1
CCOc1ccc(N2C(=O)C3C(C2=O)N2CCCN2C3c2ccccc2)cc1 (centres undefined) | -0.2 | -0.3 | -12.7 | -8.8
Cc1[nH]c2ccccc2c1C(OC(C)C)c1ccccn1 (centres undefined) | -0.1 | -0.1 | -4.5 | -4.2
O=C1N=C(N2CCOCC2)S/C1=C\c1ccc(Cl)cc1Cl | 0.0 | -0.2 | -14.6 | -2.6
COc1ccc(OC(=O)c2sc3ncn(C)c(=O)c3c2C)cc1 | -0.1 | 1.2 | -23.1 | 3.9
Cc1ccc(OCC(=O)Nc2ccc3oc(=O)ccc3c2)c(C)c1 | 0.1 | 5.5* | 0.8 | 5.2
N#C/C(=C/Nc1ccc(F)cc1[N+](=O)[O-])c1nc(-c2ccc3c(c2)OCO3)cs1 | 0.2 | 0.6 | 1.4 | -2.5
O=C(CN1C(=O)c2cccc([N+](=O)[O-])c2C1=O)N1CCc2ccccc2C1 | 0.0 | 1.6 | 2.7 | -0.4

Some of these compounds in order of length of the SMILES, highest first:
SMILES | FBW7 activator | GPR151 activ | MITF primary | TEAD-YAP block
COCCOC(=O)C1=C(C)NC2=C(C(=O)CC(c3ccc(OC)cc3)C2)C1c1ccc(OCc2ccccc2)cc1 (centres undefined) | 0.2 | 0.0 | 4.9 | 15.1
O=C(c1cccc([N+](=O)[O-])c1)N(CCCCCCO)S(=O)(=O)c1ccc2ccccc2c1 | 0.3 | 0.8 | 21.7 | 14.6
COc1ccc(C2C3=C(CCCC3=O)Nc3nc(SC)[nH]c(=O)c32)cc1 (centres undefined) | 0.0 | -0.4 | 2.4 | -10.0
CCOc1ccc(N2C(=O)C3C(C2=O)N2CCCN2C3c2ccccc2)cc1 (centres undefined) | -0.2 | -0.3 | -12.7 | -8.8
Cc1ccc(NCc2nnc(SCC(=O)N3CCc4ccccc43)n2C)cc1 | 0.1 | -0.3 | -0.8 | 6.3
COc1cccc(NC(=O)Cn2c(=O)c3ccccc3n3nncc23)c1 | -0.1 | 0.0 | -12.3 | 0.8
Cc1ccc(OCC(=O)Nc2ccc3oc(=O)ccc3c2)c(C)c1 | 0.1 | 5.5* | 0.8 | 5.2
COc1ccc(OC(=O)c2sc3ncn(C)c(=O)c3c2C)cc1 | -0.1 | 1.2 | -23.1 | 3.9
CCOc1cc(-c2noc(CCC(=O)NC)n2)cc(Br)c1OC | 0.2 | 6.6* | -17.5 | 5.6
Cc1[nH]c2ccccc2c1C(OC(C)C)c1ccccn1 (centres undefined) | -0.1 | -0.1 | -4.5 | -4.2
CN(C)CCCNC(=O)c1ccc(/C=N/O)nc1 | -1.1 | -1.2 | 20.9 | 0.3

Additional records follow:
SMILES | FBW7 activator | GPR151 activ | MITF primary | TEAD-YAP block
Cc1ccc(N(CCC(N)=O)C(=O)CCl)cc1 | -0.4 | -0.1 | -1.2 | 76.0*
Cc1cccc(NC(=O)CSc2nnc(CNC(=O)c3cccc(Cl)c3)n2C)c1C | 0.0 | 1.9 | 3.7 | 16.7
O=C(CCl)c1ccc2[nH]c(=O)oc2c1 | 0.0 | 0.7 | 5.9 | -5.5
Cc1c(C(=O)NC(C)(C)C)sc2nc(-c3ccc(F)cc3)cn12 | 0.6 | -1.4 | 6.7 | -72.2
Cc1ccc(Cn2c(C)c(CNCc3ccccc3Cl)c(C(=O)O)c2C)cc1 | 0.2 | -0.1 | -0.8 | 4.1
CCC(=O)N1CCc2cc(S(=O)(=O)N3CCCC(C)C3)ccc21 (centres undefined) | 0.1 | 0.0 | -0.6 | -7.0
Cc1ccc(-n2c(=S)sc3c(=O)n(-c4ccc(F)cc4)c(SCC(=O)Nc4ccc(N(C)C)cc4)nc32)c(C)c1 | -0.1 | -0.1 | -6.0 | 9.2
Fc1ccc([C@@H]2Nc3c(F)cccc3[C@@H]3C=CC[C@@H]32)cc1 | -0.1 | -0.5 | -0.9 | 3.2
O=[N+]([O-])c1cc(C(F)(F)F)ccc1NCCNS(=O)(=O)c1ccccc1 | 0.0 | 0.1 | 11.4 | 0.0
Cc1ccc(S(=O)(=O)Nc2ccc(S(=O)(=O)Nc3nccc(C)n3)cc2)cc1 | 0.3 | 0.6 | 2.8 | -1.2
Cc1ccc(Cl)c(OCC(=O)N2CCN(c3ncccn3)CC2)c1 | -0.1 | 0.7 | 12.6 | 1.9
Cc1ccc(CN(C)C(=O)CCl)c(C)c1 | 0.0 | -1.5 | -0.2 | 3.2
CC(C)CC(C(=O)NC1CCCC1)N(C(=O)c1snc(C(N)=O)c1N)c1ccccc1 (centres undefined) | 0.4 | -0.7 | 1.3 | -0.7
O=C(NNC1CC(=O)N(c2ccc(Cl)cc2)C1=O)c1cc(Br)ccc1O (centres undefined) | 0.1 | 0.4 | -2.6 | -0.8
COCCn1nnnc1C(c1cccc(C#N)c1)N1CCN(c2cccc(Cl)c2)CC1 (centres undefined) | 0.1 | -0.6 | -14.2 | 3.3
C=CCc1cccc(/C=N/NC(=O)c2cccc(Cn3cccn3)c2)c1O | -0.3 | 2.1 | 6.8 | -13.9
COc1cccc(CNC(=O)C2=C(C)C(=O)OC23CCCCC3)c1OC | 0.0 | 0.0 | 6.6 | 2.1
Cc1cccc(NS(=O)(=O)c2c(C)n[nH]c2C)c1 | 0.0 | -0.5 | 6.1 | 7.6
CC1CN(Cc2cccc3nccnc23)Cc2cc(Cl)ccc2O1 (centres undefined) | 0.1 | 0.4 | 3.6 | -8.6
CCc1cc(C(=O)Cc2ccccc2)c(O)cc1O | -0.1 | 0.7 | -10.4 | -4.1
CCCCC1CN(CCC(=O)NCC(N)=O)Cc2ccccc2O1 (centres undefined) | -0.1 | -0.6 | 3.5 | -6.3
CC(Sc1ccc2nnc(-c3ccc(F)cc3)n2n1)C(=O)O (centres undefined) | -0.2 | -0.4 | -4.7 | -12.3
COc1ccccc1-c1nnc2sc(-c3cccs3)nn12 | -0.2 | -0.1 | -0.9 | 4.9
Nc1nnc(SCc2nc3scc(-c4ccccc4)c3c(=O)[nH]2)s1 | 0.1 | -1.9 | 0.8 | 0.5
COC(=O)CN(c1ccc(Oc2ccccc2)cc1)S(C)(=O)=O | 0.1 | 0.5 | 10.4 | 7.4
Cc1cc(C)n(-c2nnc(SCC(=O)N3CCOCC3)c3ccccc23)n1 | -0.2 | 0.2 | -4.3 | -8.7
COCCNc1ccc2ncc(-c3ccc(OC(F)(F)F)cc3)n2n1 | -0.2 | -0.5 | -0.3 | -7.6
CN(CCOC(=O)c1ccccc1Cl)C(C)(C)C | 0.7 | -0.9 | 0.3 | -1.8
CCN(CC)c1cc(-c2cccnc2)nc(-c2ccccn2)n1 | -0.3 | -1.4 | -5.6 | 21.7
COc1cc(C(=O)/C=C/c2cccc(F)c2)ccc1O | 0.0 | 4.2 | 8.3 | 56.5*
COc1cccc(CN2CCNC(=O)C2CC(=O)N(C)Cc2nc(C)cs2)c1OC (centres undefined) | -0.1 | 5.7* | -12.8 | -3.3
CC(C)(C)c1ccc(OCc2nc(-c3ccncc3)no2)cc1 | 0.0 | -0.4 | -1.4 | -31.2
CCOC(=O)C1(CC2CC2)CCN(C(=O)c2cn[nH]c2-c2ccccc2F)CC1 | 0.1 | -0.4 | 14.4 | 2.9
O=C(Nc1nc(-c2ccc(Cl)cc2)cs1)c1ccc(-c2ccccc2)cc1 | 0.1 | -1.1 | 14.4 | 1.1
COC(=O)c1cccc(CN(C)C(=O)Nc2ccc(-c3cn[nH]c3)cc2)c1 | 0.3 | -0.2 | -13.2 | 4.9
O=S(=O)(c1ccc(-n2cccn2)cc1)N1CCN(C2CCCCC2)CC1 | -0.1 | -0.2 | 5.1 | -6.8
Cc1ccccc1C1=N/C(=C\c2ccccc2)C(=O)O1 | 0.5 | -0.9 | 3.6 | -10.6
CC(C)CCC(C)NC(=O)C12CC3CC(CC(O)(C3)C1)C2 (centres undefined) | -0.1 | 4.7 | 10.9 | 0.9
Cc1ccc(N2C(=O)C(Cl)=C(Nc3ccccc3)C2=O)cc1Cl | 0.1 | 0.3 | -8.8 | 9.3
COc1ccc(C(=O)CCC(=O)NCCc2ccccc2F)cc1 | 0.0 | 1.1 | -2.7 | 0.1
Cc1[nH]ncc1-c1ccc(NC(=O)C2COc3ccc(F)cc3C2)c(OCCN2CCOCC2)c1 (centres undefined) | -0.1 | 0.9 | 9.2 | -1.8
CCN1c2ncccc2C(=O)NC12CCN(Cc1cccn1C)CC2 | -0.2 | 0.0 | -1.2 | -7.9
Cc1ccc2nc(-c3ccc(Cl)cc3)c(-c3ccc(Cl)cc3)nc2c1 | -0.1 | 1.1 | 5.5 | 10.8
NC(=O)NC(CC(=O)OCC(=O)c1ccc(Cl)s1)c1ccc(Cl)cc1 (centres undefined) | 0.2 | -1.2 | 11.8 | -1.3
CN(CCCNc1nc2ccccc2c2nc(-c3cccnc3)nn12)Cc1ccccc1 | 0.4 | -0.9 | 11.0 | 16.8
COc1ccc(NC(=O)CSCCc2ccccn2)c([N+](=O)[O-])c1 | -0.1 | 1.4 | 1.9 | 11.8
O=c1[nH]cc(-n2c(=O)c3cc4c(=O)n(-c5c[nH]c(=O)[nH]c5=O)c(=O)c4cc3c2=O)c(=O)[nH]1 | -0.5 | -0.5 | 0.7 | 6.4
CCOc1cc2c3c(c1)C1(OCCO1)C(=O)N3C(C)(C)CC2C (centres undefined) | 0.0 | 5.9* | -4.3 | -7.4
CCOc1ccc2nc(SCC(=O)Nc3ccc(C)cc3)sc2c1 | 0.0 | -0.3 | 7.1 | 14.2
COc1ccccc1C(=O)Nc1cc2cccc([N+](=O)[O-])c2oc1=O | 0.1 | -1.6 | 8.2 | 8.8
CCN(C(=O)CSc1nc2ccsc2c(=O)n1Cc1ccc(OC)cc1)c1cccc(C)c1 | -0.1 | 0.0 | 5.9 | 3.9
CC1(C)CC(=O)c2cc(C(=O)Nc3ccc(Cl)cn3)c(=O)n(-c3ccccc3)c2C1 | -0.1 | 1.3 | -3.3 | 1.0
COc1cccc(C(=O)NCC2CCCN(Cc3ccccn3)C2)c1OC (centres undefined) | -0.1 | 1.0 | 11.6 | 6.3
COc1ccc(N2CC(C(=O)OCC(=O)c3cccc(OC)c3)CC2=O)cc1 (centres undefined) | -0.1 | 0.6 | -8.7 | 4.4
COc1cccc(OC)c1C(=O)NC(=S)Nc1nc2ccccc2s1 | -0.1 | 0.9 | 7.0 | 3.9
CCOc1ccccc1NC(=O)Nc1c(C)n(-c2ccccc2)c(=O)n1C | -0.1 | -0.6 | 10.4 | -2.4
CCOC(=O)C(NC(C)=O)(Nc1ccc(S(=O)(=O)Nc2ccc(OC)nn2)cc1)C(F)(F)F (centres undefined) | 0.0 | 1.2 | 7.0 | -1.5
CC(=O)Nc1ccc(NC(=O)/C=C/c2ccc(F)cc2)cc1 | 0.1 | -1.3 | -4.7 | -40.4
COc1cc(Nc2nc(NCCCN3CCCC3=O)nc3c2ncn3CCN2CCCC2=O)cc(OC)c1OC | 0.4 | -1.0 | -1.2 | 0.1
CCC(C)(C)NC(=O)C(c1ccccn1)N(C(=O)c1csnn1)C1CCCCC1 (centres undefined) | 0.0 | 1.9 | 2.5 | -7.0
O=C1/C(=C/c2ccc(Br)cc2)C=C(c2ccccc2)N1c1ccc(Cl)cc1Cl | 0.6 | 0.8 | 10.1 | 2.3
COc1ccc(N/C=C\C(=O)c2ccc(Br)cc2)cc1OC | -0.2 | 2.6 | -4.6 | -9.4
Cc1c(Cl)cccc1-n1c(SCC(=O)NCCC2=CCCCC2)nc2n[nH]c(C)c2c1=N | 0.0 | -0.1 | 8.6 | -8.8
